# Screens (PubChem BioAssay)
# Autophagy mod – alters autophagy in cells; MEF GFP-LC3 puncta imaging; test concentration mostly 10 µM; calls only at 10 µM (by protocol); 190,000 tested, 0.98% active; AID 463193;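 active = percentage of spot-positive cells more than 3 SD above its plate mean, without a fluorescence outlier flag or 80% toxicity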;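 also: spot-positive cell cutoff set from DMSO-treated cells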
# MT stabilize HCS – stabilizes microtubules in HeLa cells. % tubulin-high responders, % at 10 µM. HeLa tubulin immunostaining HCS, 24 h; share of cells brighter than vehicle mean+2SD. 200,000 tested, 0.83% active;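 active = plate Z-score above 3 for both tubulin-high and condensed-nucleus cell shares, with cell loss under 80%, at 10 µM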;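 also: anti alpha tubulin signal scored within the nucleus-defined area of each cell; some results filed as inactive read as strong as hits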
# P. falciparum M17LAP – P. falciparum M17LAP inhibitors, primary screen, biochemical, fluorogenic H-Leu-NHMec substrate, 1536-well (AID 1619); recombinant M17LAP, H-Leu-NHMec fluorogenic kinetic assay; higher % means a stronger effect; inhibition, % at 30 µM; hits with a dose series show IC50 in µM; 220,000 tested, 0.38% active;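 active = compound inhibiting the enzyme by more than half at any dose during confirmatory dose-response retesting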;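 also: plate controls were full reaction with DMSO carrier for no effect and no enzyme background for full effect; strong numbers were not always called active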
# T cell modulator – T cell immune modulators affecting CD8 T cell-vesicle binding; 2C CD8+ T cell-vesicle binding, flow cytometry; stronger effect = lower value; 330,000 tested, 0.068% active; calls only at 7 µM; AID 2052;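 active = response, share of CD8 T cells binding vesicles, and their 90th percentile fluorescence all below set limits, cut at about 80% in these data, passing the limit was not always enough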
#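 Assay system: 2C TCR transgenic mouse naive CD8+ T cells, MACS-purified | Read-out: CD8+ gate FL2 mean fluorescence as % of same-row positive control | Signal: High-throughput flow cytometry with anti-B7-1 and anti-CD8 staining | Timing: Binding step 1.5 h, 37 °C, antibody labelling 20 min, ice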
# Dynein cargo inh – dynein cargo transport inhibition. 3617.4 mouse cells, GR-EGFP nuclear translocation imaging; test concentration mostly 20 µM; stimulated with dexamethasone, 1 µM; stronger effect = lower value. z-score, hits read low. 220,000 tested, 0.47% active;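 active = plate z-score of nuclear minus cytoplasmic receptor signal below a set negative limit, without overly bright fluorescence or cell loss, cut at about -3.5 in these data, passing the limit was not always enough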;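 also: z-score of nuclear minus cytoplasmic ring GR-EGFP intensity difference per well; some compounds called inactive have numbers as strong as hits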
#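 Buffer or medium: tet-free, stripped-serum medium; Also added: dexamethasone, 1.0 µM final; Technique: high-content fluorescence imaging after fixation; Times: 48 h induction, 1 h compound, 30 min dex at 37 °C; Read-out: per-cell GR-EGFP intensity, nucleus versus surrounding cytoplasmic ring, well-averaged.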
# bCat nuc transl – alters nuclear translocation of beta-catenin in HeLa cells | immunofluorescence imaging | nuclear translocation activity, % at 5 µM | 190,000 tested, 0.3% active;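 active = nuclear translocation activity above 50% at 5 µM, with a well cell count of 50 or more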;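 also: per-cell ratio of nuclear to cytoplasmic median beta-catenin stain intensity; plate controls were DMSO negative control for no effect and GSK-3 inhibitor IX positive control for full effect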
#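 Read-out: Nuclear/cytoplasmic beta-catenin signal ratio, % activation | Assay system: Human HeLa cell line | Times: 24 h compound exposure at 37°C, 5% CO2 | Signal: Fluorescence imaging of beta-catenin antibody stain plus DAPI | Dosing: 5 µM primary, 0.02–20 µM confirmation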
# M1AAP inhibition – malaria alanyl aminopeptidase activity blockers – biochemical, fluorogenic H-Leu-NHMec substrate, 1536-well (AID 1445). inhibition, % at 30 µM, or IC50 in µM where a hit was titrated. 220,000 tested, 0.42% active. recombinant M1AAP, H-Leu-NHMec fluorogenic kinetic assay; higher % means a stronger effect;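 active = primary inhibition above the hit cutoff, then over 50% inhibition at one or more dose response concentrations, cut at about 23% in these data, passing the limit was not always enough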;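 also: plate controls were DMSO full reaction for no effect and no enzyme background for full effect; strong numbers were not always called active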
# WT yeast gro inh – growth inhibition of WT yeast, mitochondrial fusion screen; mitochondrial fusion phenotypic screen, WT strain; inhibition, % at 10 µM; 190,000 tested, 2.1% active; AID 1362; in the data active = inhibition above about 58%; tested in S. cerevisiae
# Yfh1-depleted yeast – mitochondrial function rescue without frataxin homolog – Friedreich's ataxia, plus single-dose screen, dose response (AID 1465); S. cerevisiae Yfh1-off respiration, WST-1 reduction, 72 h; higher fold induction means a stronger effect; fold induction at 50 µM, or EC50 in µM where a hit was titrated; 220,000 tested, 0.074% active;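 active = fold induction of absorbance versus untreated yeast above a set limit, then at least 30% activation at any dose in follow-up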;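 also: activators that raise dye reduction in frataxin-depleted yeast; strong numbers were not always called active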
# WT yeast gro inh mutant strain – recorded beside WT yeast gro inh, whose call it bears; inhibition, %; mitochondrial fusion phenotypic screen, mutant strain inhibition
# Dynein cargo inh cytoplasmic EGFP – further read-out of Dynein cargo inh, marked with its call; z-score; measured here: cytoplasmic GR-EGFP intensity; stronger effect = higher value
# Dynein cargo inh nuclear GR-EGFP – recorded beside Dynein cargo inh, whose call it bears; z-score; measured here: nuclear GR-EGFP intensity;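 lower value marks the stronger effect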
# Dynein cargo inh cell count – also measured in Dynein cargo inh; calls as there; z-score; measured here: cell count per field
# bCat nuc transl cell count 5 µM – recorded beside bCat nuc transl, whose call it bears; cell count; measured here: cell count, cytotoxicity flag
# T cell modulator vesicle-bound % – further read-out of T cell modulator, marked with its call; double positive events, %; measured here: CD8+ vesicle-bound cell fraction;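 binding gate set so that unloaded-vesicle control wells show 10% double positive cells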
# MT stabilize HCS Hoechst-high % – also measured in MT stabilize HCS; calls as there; % Hoechst-high responders; measured here: nuclear condensation Hoechst responders;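 share of cells brighter than vehicle mean plus two SD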
# MT stabilize HCS cytotoxicity % – recorded beside MT stabilize HCS, whose call it bears; toxicity, %; measured here: cytotoxicity by cell density;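 0% = mean cell density of plate MIN control wells and 100% = no cells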
# Autophagy mod cell loss 18 h – recorded beside Autophagy mod, whose call it bears; toxicity, %; measured here: cell loss, nuclei count;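 cell loss after 18 h compound exposure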
# Starred values were filed as active, the others as inactive; i = inactive; . = not tested or not shown.
SMILES,Autophagy mod,Autophagy mod cell loss 18 h,MT stabilize HCS,MT stabilize HCS Hoechst-high %,MT stabilize HCS cytotoxicity %,P. falciparum M17LAP,T cell modulator,T cell modulator vesicle-bound %,Dynein cargo inh,Dynein cargo inh cytoplasmic EGFP,Dynein cargo inh nuclear GR-EGFP,Dynein cargo inh cell count,bCat nuc transl,bCat nuc transl cell count 5 µM,M1AAP inhibition,WT yeast gro inh,WT yeast gro inh mutant strain,Yfh1-depleted yeast
COc1cc2ncnc(NCc3ccccc3Cl)c2cc1OC,i,-26,1.1,1.5,10,0%,i,21,-0.27,-0.32,-0.16,0.8,1.8,1440,-5%,8,16,i
C=C(C)COc1ccc2c(C)c(C)c(=O)oc2c1OCC(=C)C,i,-6,2.3,2.2,4.9,-1%,i,19,0.18,-0.23,0.38,-0.22,3.8,1086,-2%,.,.,i
Cc1cc(=O)n2[nH]c(C)cc2n1,i,-3,3.4,2.6,8.5,-3%,i,51,0.47,-0.36,-0.34,0.31,-0.3,1112,-6%,-8,-6,i
O=C(CN(c1ccc(F)cc1)S(=O)(=O)c1ccc2c(c1)OCCO2)NCc1cccnc1,i,-4,2.3,1.2,5.6,-8%,i,40,0.55,0.24,0.49,-0.33,-3.2,1188,-1%,-4,1,i
Cc1ccc(N2C(=O)C3CCC(c4ccccc4)CC3C2=O)cc1 (stereo unspecified),i,-7,4.7,2.5,2.3,18%,i,54,-0.67,0.24,-0.22,-0.25,0.5,521,1%,-6,-13,i
COc1cccc(C2=NNC(=NCc3ccccc3)SC2)c1,i,-7,15,7.9,18,2%,i,8,0.7,0.34,0.47,0.069,-0.5,1106,10%,6,-17,i
CCOC(=O)c1c(NC(=O)Nc2ccc(C)cc2)sc2c1CCN(C)C2,.,.,.,.,.,29%,i,22,-0.38,3.9,0.52,1.4,2.1,1302,0%,.,.,i
Cc1ccc(C(=O)CSc2ccc(-c3ccncc3)nn2)cc1,i,6,3.1,3.1,13,6%,i,47,-0.5,-0.33,0.089,-0.019,0.6,1197,11%,-10,-10,i
O=C(Nc1nnc(C2CC2)s1)c1cc(-c2ccccc2)nn1-c1ccccc1,i,4,3.3,2.0,0.4,-7%,i,46,3.3,-0.16,2.2,-1,.,.,4%,70*,6.4*,i
Cc1cc(NS(=O)(=O)c2ccc(NC(=O)CSc3nc4sc(C)c(C)c4c(=O)[nH]3)cc2)no1,i,-1,2.2,1.6,8.2,18%,i,12,-0.41,-0.31,-0.45,1.1,-2.0,1051,36µM*,-14,1,i
Cc1cc2nc(/N=C(\N)NC(=O)C(C)C)nc(C)c2cc1C,.,.,.,.,.,4%,i,31,-1.1,-0.26,-0.55,0.51,2.3,1128,-1%,.,.,i
Cc1nc(C(=O)Nc2cccc(Cl)c2Cl)nn1-c1cc(OC(C)C)c(Cl)cc1Cl,i,9,1.1,1.6,9.3,21%,i,50,-0.69,-0.23,-0.84,0.76,.,.,0%,56,22,.

# One compound at a time, as listed above. Screens in order: Autophagy mod	Autophagy mod cell loss 18 h	MT stabilize HCS	MT stabilize HCS Hoechst-high %	MT stabilize HCS cytotoxicity %	P. falciparum M17LAP	T cell modulator	T cell modulator vesicle-bound %	Dynein cargo inh	Dynein cargo inh cytoplasmic EGFP	Dynein cargo inh nuclear GR-EGFP	Dynein cargo inh cell count	bCat nuc transl	bCat nuc transl cell count 5 µM	M1AAP inhibition	WT yeast gro inh	WT yeast gro inh mutant strain	Yfh1-depleted yeast
# Record of CCOC(=O)c1c(NC(=O)Nc2ccc(C)cc2)sc2c1CCN(C)C2 → .	.	.	.	.	29%	i	22	-0.38	3.9	0.52	1.4	2.1	1302	0%	.	.	i
# Record of Cc1ccc(C(=O)CSc2ccc(-c3ccncc3)nn2)cc1 → i	6	3.1	3.1	13	6%	i	47	-0.5	-0.33	0.089	-0.019	0.6	1197	11%	-10	-10	i
# Record of Cc1cc2nc(/N=C(\N)NC(=O)C(C)C)nc(C)c2cc1C → .	.	.	.	.	4%	i	31	-1.1	-0.26	-0.55	0.51	2.3	1128	-1%	.	.	i
# Record of O=C(Nc1nnc(C2CC2)s1)c1cc(-c2ccccc2)nn1-c1ccccc1 → i	4	3.3	2.0	0.4	-7%	i	46	3.3	-0.16	2.2	-1	.	.	4%	70*	6.4*	i
# Record of Cc1nc(C(=O)Nc2cccc(Cl)c2Cl)nn1-c1cc(OC(C)C)c(Cl)cc1Cl → i	9	1.1	1.6	9.3	21%	i	50	-0.69	-0.23	-0.84	0.76	.	.	0%	56	22	.

# The list goes on.
SMILES,Autophagy mod,Autophagy mod cell loss 18 h,MT stabilize HCS,MT stabilize HCS Hoechst-high %,MT stabilize HCS cytotoxicity %,P. falciparum M17LAP,T cell modulator,T cell modulator vesicle-bound %,Dynein cargo inh,Dynein cargo inh cytoplasmic EGFP,Dynein cargo inh nuclear GR-EGFP,Dynein cargo inh cell count,bCat nuc transl,bCat nuc transl cell count 5 µM,M1AAP inhibition,WT yeast gro inh,WT yeast gro inh mutant strain,Yfh1-depleted yeast
COc1ccc(C(=O)N=c2sc3c(C)ccc(OC)c3n2C)cc1,i,9,11,5.4,23,3%,i,16,0.18,-0.0069,0.43,-0.85,0.1,1097,6%,2,-12,i
COc1ccc(NC(=O)CSc2nc3ccccc3c(=O)n2Cc2cccs2)c(OC)c1,i,2,4.5,3.3,5.8,-7%,i,48,-0.89,-0.24,-0.26,0.78,-3.9,1139,0%,-18,-8,i
CNC(=O)c1sc(SC)cc1-c1ccc(Cl)cc1,i,-4,2.0,1.3,4.8,-3%,i,34,2.4,-0.079,0.85,-2,.,.,1%,-31,1,i
Cn1ncc2c(Nc3cccc4ccccc34)ncnc21,i,-3,1.0,1.5,5.9,9%,i,46,-0.38,0.27,0.12,0.37,.,.,5%,8,16,i
CCOC(=O)c1cc(C(C)(C)C)oc1CNC(=O)c1c(C)oc2c1CCCC2,i,7,4.3,2.2,8.1,2%,i,35,-0.3,-0.22,-0.29,-0.2,-3.4,1278,6%,52,10,i
C/C(=N\O)C(=O)NCc1ccccn1,i,-2,2.5,0.8,5.3,-1%,i,48,-0.6,-0.27,-0.061,0.16,-1.5,1072,-5%,17,-11,i
Cc1ccc(C)c(N2CCN(C(=O)CCS(=O)(=O)c3cccc4nonc34)CC2)c1,i,16,7.4,2.8,7.1,3%,i,44,-0.67,-0.16,0.098,-0.14,.,.,9%,6,0,i
Cc1nc(SCC(=O)NCc2cccs2)nc(C)c1C,i,-3,1.4,1.9,1.6,2%,i,50,-0.72,-0.33,-0.46,0.76,5.5,852,2%,-11,-2,i
CCOC(=O)CSc1nc(C)c2cc(OC)ccc2n1,i,-5,3.5,2.4,7.4,-55%,i,41,0.024,-0.23,0.066,-0.36,1.7,951,7%,2,-6,i
COc1ccc(CCN2C(=O)CC(N3CCN(S(=O)(=O)c4ccccc4)CC3)C2=O)cc1 (stereo unspecified),i,1,2.6,1.5,14,5%,i,57,-0.22,-0.24,-0.75,-0.089,4.4,1132,10%,2,-9,i
C=CCc1c(C)nc(C)nc1N/N=C/c1ccc(N(C)C)cc1,i,-1,1.4,1.5,5.5,2%,i,21,-0.9,0.0071,-0.32,0.79,.,.,14%,-27,-96,i
Cc1ccccc1CN1C(=O)C(C)S/C1=N/N=C/c1ccco1 (stereo unspecified),.,.,.,.,.,17%,i,32,0.98,-0.094,0.93,-1.8,0.0,1293,7%,.,.,i
Cc1ccccc1-c1nc2sc3c(c2c(=O)n1N)CCCC3,i,-13,4.3,1.4,8.3,-4%,i,23,-0.44,-0.35,-0.026,0.042,-3.8,1099,19%,11,8,i
Cc1noc(C)c1C(=O)Nc1ccccn1,i,2,2.3,3.0,47,0%,i,28,-0.36,-0.3,0.16,1.6,-2.4,1012,-3%,4,3,i
COc1ccccc1NC(=O)c1c(N=Cc2ccccc2O)cnn1C,i,40,4.3,1.5,5.6,9%,i,59,-0.16,-0.34,-0.64,1.1,4.3,1044,5%,10,-15,i
O=C(COc1ccc(Br)cc1)Nc1nc(-c2cccnc2)cs1,.,.,.,.,.,-7%,i,31,1.3,-0.17,0.56,-0.16,-0.2,1321,2%,.,.,i
COc1ccc(Cn2nnnc2C(c2ccc(C)cc2)N2CCN(C3CCCC3)CC2)cc1 (stereo unspecified),i,8,1.1,2.1,9.0,1%,i,13,-0.68,-0.19,-0.41,0.5,-2.0,1020,7%,6,3,i
CC(NCc1ccccc1)C1COc2ccccc2O1 (stereo unspecified),i,-21,1.1,1.4,11,8%,i,30,-0.56,-0.26,-0.17,0.66,.,.,-2%,17,20,i
O=C(Nc1cccc(Cl)c1Cl)c1ccc(-c2ccccc2)cc1,i,45,1.4,1.1,6.3,-1%,i,40,0.88,-0.17,0.82,-0.2,1.9,1401,-6%,2,5,.
COc1ccc(N2CCN(Cc3nc(N)nc(Nc4ccc(C)c(Cl)c4)n3)CC2)cc1,i,3,4.7,2.8,11,0%,i,23,-0.21,-0.23,-0.026,0.42,-1.2,1175,14%,50,66,i
